Source: PubChem BioAssay (several laboratories)
GRK2 inh = inhibitors of human GRK2 displacing RNA aptamer | bead flow cytometry, FAM-aptamer displacement from GRK2 | inhibition of aptamer binding, % at 10 µM | 330,000 tested, 0.59% active;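 active = inhibition of aptamer binding above 40%, roughly 3 SD of noise, on plates passing a quality check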;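 note: median bead fluorescence of bound FAM aptamer so fluorescent compounds give negative values; no value below 0 was filed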
Target sequence (P25098 whole entry, looked up): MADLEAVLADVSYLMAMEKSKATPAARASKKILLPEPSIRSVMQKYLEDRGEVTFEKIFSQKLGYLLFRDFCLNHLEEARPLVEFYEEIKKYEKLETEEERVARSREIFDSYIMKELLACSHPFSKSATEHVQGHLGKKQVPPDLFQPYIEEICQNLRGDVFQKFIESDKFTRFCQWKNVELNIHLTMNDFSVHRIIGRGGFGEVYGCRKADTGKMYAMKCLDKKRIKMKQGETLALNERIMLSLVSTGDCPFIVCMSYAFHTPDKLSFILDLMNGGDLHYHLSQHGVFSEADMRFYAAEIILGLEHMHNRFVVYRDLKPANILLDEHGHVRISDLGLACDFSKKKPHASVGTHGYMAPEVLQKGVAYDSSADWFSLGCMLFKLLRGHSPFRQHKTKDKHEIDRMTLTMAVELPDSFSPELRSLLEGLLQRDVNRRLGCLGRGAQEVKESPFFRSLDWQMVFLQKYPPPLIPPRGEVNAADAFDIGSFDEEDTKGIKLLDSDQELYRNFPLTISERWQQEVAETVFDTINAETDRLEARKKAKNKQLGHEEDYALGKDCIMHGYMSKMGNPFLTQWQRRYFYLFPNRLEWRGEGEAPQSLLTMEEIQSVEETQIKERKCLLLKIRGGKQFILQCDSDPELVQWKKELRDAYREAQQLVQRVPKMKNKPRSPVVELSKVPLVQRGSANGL
PME-1 inh = blocks human protein phosphatase methylesterase 1; 320,000 tested, 0.53% active; recombinant PME-1, FP-Rh probe fluorescence polarization; Q9Y570; inhibition, % at 5.9 µM; AID 2130;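 active = inhibition above the campaign mean of all compounds plus 3 SD, cut at about 26% in these data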;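 note: competitive labeling of PME-1 active site by serine hydrolase directed probe; 0% = PME-1 with DMSO and 100% = wells lacking PME-1 enzyme; inhibitors block probe labeling so polarization falls and inhibition rises; many of its hits are not listed in these tables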
Efflux pump mplx = inhibitors of Candida antifungal efflux pumps expressed in yeast; S. cerevisiae Candida pump triplex, Nile Red efflux; inhibition, % at 10 µM; 330,000 tested, 0.44% active;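 active = plate passing quality check with inhibition over a set limit, or well fluorescence over plate mean plus 4 SD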;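 note: Nile Red retained in pooled yeast measured as flow cytometry median fluorescence; 0% = buffer negative control and 100% = Enniatin B positive control; higher means more Nile Red kept so more efflux inhibition; some compounds called inactive have numbers as strong as hits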
GLD-1 RNA inh = GLD-1-TGE RNA interaction inhibition (C. elegans); Q17339; 320,000 tested, 0.44% active; purified GLD-1 + fluorescein TGE RNA, fluorescence polarization; AID 2280; inhibition, % at 5.96 µM;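 active = percent inhibition above a per-plate cutoff, the plate mean of test compounds plus 3 SD, cut at about 30% in these data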;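 note: 0% = DMSO wells with GLD-1 and probe and 100% = wells lacking GLD-1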
Fam108B inh = counter-screen for RBBP9 inhibitors: inhibitors of mouse Fam108B. recombinant Fam108B, FP-Rh probe fluorescence polarization. AID 1947. 300,000 tested, 0.33% active. inhibition, % at 9.51 µM;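 active = inhibition above the screen mean inhibition plus 3 SD, computed separately per campaign, cut at about 18% in these data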;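 note: inhibitors lower polarization as less probe binds the enzyme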
MCL1-BIM inh = MCL1-BIM-BH3 interaction inhibition (human); inhibition, % at 10.9 µM; GST-MCL1 / FITC-Bim-BH3 fluorescence polarization; Q07820; 320,000 tested, 0.68% active; AID 2057;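 active = inhibition above the mean inhibition of all tested compounds plus 3 SD, set per campaign, cut at about 40% in these data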;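 note: 0% = DMSO wells and 100% = unlabeled Bim-BH3 peptide control; higher means more loss of mP so more displacement of Bim peptide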
VLA-4 inh = inhibition in a human VLA-4 binding assay; VLA-4 expressing cells, ligand binding flow cytometry; inhibition, % (about 7 µM as worked out from the volumes in the protocol); 330,000 tested, 0.2% active; AID 2557; in the data active = inhibition above about 50%
Bcl-xL primary = inhibitors of human Bcl-xL; Q07817; GST-Bcl-xL / FITC-Bim BH3 peptide fluorescence polarization; inhibition, % at 10.9 µM; 320,000 tested, 0.7% active; AID 2129;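 active = inhibition above the mean of all tested compounds plus 3 SD, cutoff set per campaign, cut at about 30% in these data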;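 note: 0% = DMSO wells and 100% = unlabeled Bim-BH3 peptide competitor; inhibitors lower millipolarization by displacing the labeled peptide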
Target sequence (Q07817 whole entry, looked up): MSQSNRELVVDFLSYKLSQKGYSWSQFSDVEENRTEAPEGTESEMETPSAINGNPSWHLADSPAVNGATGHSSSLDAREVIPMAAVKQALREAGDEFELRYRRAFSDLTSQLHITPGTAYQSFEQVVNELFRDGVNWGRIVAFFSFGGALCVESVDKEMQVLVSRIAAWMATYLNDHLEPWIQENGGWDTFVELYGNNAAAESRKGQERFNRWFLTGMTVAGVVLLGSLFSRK
MEX-5 binding = C. elegans MEX-5 TCR-2 RNA binding activity; MEX-5/FITC-TCR2 RNA binding, fluorescence polarization; hits give low values; AID 1832; 300,000 tested, 0.38% active; activity score (negative = inhibition of binding), % at 10 µM;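 active = inhibition past about -25% in most replicates, and total fluorescence under double the plate's negative control median, limit read from the data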;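 note: 0% = DMSO and -100% = 5 µM competing unlabeled TCR2 RNA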
Starred values were filed as active, the others as inactive; . = not tested or not shown.

SMILES	GRK2 inh	PME-1 inh	Efflux pump mplx	GLD-1 RNA inh	Fam108B inh	MCL1-BIM inh	VLA-4 inh	Bcl-xL primary	MEX-5 binding
O=C(Nc1nc(-c2nc3ccccc3s2)cs1)C1CC1	0	-13	0.1	4	-8	2	34	-2	-0.9
O=[N+]([O-])c1ccccc1-n1cnc2ccccc21	0	3	0.2	2	-8	2	3	-1	1.2
CCNC(=S)N/N=C(\C)c1ccco1	0	4	0.5	-1	1	-4	1	1	2.8
C/C=C(\C)C(=O)NCCN1C2=NC[C@H](C(C)C)N2C[C@@H]1Cc1ccc(OC)cc1	.	4	.	-1	21*	-2	.	2	0.7
COCCn1c(SCC(=O)NN2C(=O)NC(C)(c3ccccc3)C2=O)nnc1-c1ccncc1 (stereo not given)	0	-3	-0.1	-5	.	-7	-9	-4	.
O=C(CNc1ccccc1Cl)c1ccc(Br)cc1	2	1	-0.1	2	0	-3	-3	1	0.5
O=C(c1ccc(NS(=O)(=O)c2cccc([N+](=O)[O-])c2)cc1)N1CCN(C(=O)c2ccco2)CC1	0	-2	0.1	6	.	4	0	7	.
CC1CCCN(S(=O)(=O)c2ccc(NC(=O)CN3CCN(C)CC3)cc2)C1 (stereo not given)	0	0	-0.1	2	1	6	8	4	0.4
Cc1cc2occ(CC(=O)NNC(=O)c3ccccc3)c2cc1C	1	-4	-0.1	-10	3	-12	3	-4	0.5
CCC(=O)Nc1ccc(OC)cc1OC	3	-4	0.1	8	6	8	-8	7	-0.7
CN(C(=O)COC(=O)CNC(=O)C12CC3CC(CC(C3)C1)C2)C1CCS(=O)(=O)C1 (stereo not given)	0	4	-0.4	3	-2	1	-13	5	2.3
CC(C)CCN1CCN(C2CCN(c3ccccc3)CC2)CC1CCO (stereo not given)	0	0	0.0	0	1	3	4	5	-0.8
COC(=O)C1=C(C)N(CCCC(=O)O)C(=O)NC1c1cc2c(cc1[N+](=O)[O-])OCO2 (stereo not given)	.	-4	.	27	7	52*	.	54*	-15
CC(C)(C)NC(=O)NC(=O)CN1CCN(S(=O)(=O)c2ccc3c(c2)CCCC3)CC1	0	-11	0.0	1	0	-1	-7	2	-1.4
CC(C)c1nnc(NC(=O)CCCCCN2C(=O)C3C4C=CC(C4)C3C2=O)s1 (stereo not given)	2	-3	0.0	13	2	1	-1	3	0.2
CCOc1ccc(N(C)S(=O)(=O)c2ccc3[nH]cc(C(=O)NCC(OC)OC)c(=O)c3c2)cc1	0	-7	0.0	4	-1	-2	4	-1	0.0
COc1ccc(CCNC(=O)c2ccc(-c3cccc([N+](=O)[O-])c3)o2)cc1OC	3	7	-0.2	1	5	7	4	4	0.5
COC(=O)c1scc(C)c1-n1ccc(C(=O)C(=O)N(C)C)c1	0	3	-0.1	0	0	1	22	0	0.4
CCOC(=O)c1c(S(=O)(=O)NCc2cccs2)c(C)n(C)c1C	1	-2	-0.2	-2	5	0	-1	0	-1.6
O=C(CCN1C(=O)c2ccccc2C1=O)Nc1ccc(F)cc1F	3	-2	0.1	-2	2	7	6	5	0.5
Cc1cccc(OCCSc2cc(C)nc(N)n2)c1	0	6	0.2	-1	3	1	8	6	-3.1
NC(=O)[C@H]1CC2(CC(c3cccc(NC(=O)[C@H]4CCC(=O)N4)c3)=NO2)CN1C(=O)c1cc([N+](=O)[O-])cc([N+](=O)[O-])c1 (stereo not given in full)	3	-3	0.0	-2	0	3	-25	2	-1.0
CCOC(=O)Nc1ccc2nc(Sc3ccc(Cl)cc3)sc2c1	0	-6	0.3	-4	-12	0	2	3	0.3
CC(C)CCNC(=O)COc1ccc(N(C)S(=O)(=O)c2ccc(F)cc2)cc1	1	3	-0.1	11	4	7	4	4	1.5
Cc1nc2ccccn2c1C(=O)NNC(=O)Nc1cccc(C(F)(F)F)c1	2	2	0.0	0	-4	-5	8	-9	-2.1
CCCC(c1nnnn1Cc1ccc(F)cc1)N1CCN(C2CCCCC2)CC1 (stereo not given)	0	-2	0.0	5	7	6	16	3	-0.6
COc1cc(NC(=O)c2cccc(NC3=NC4CS(=O)(=O)CC4S3)c2)cc(OC)c1OC (stereo not given)	0	-3	0.0	-7	4	-1	-4	-2	-2.2
CC1(c2nnc(-c3ccncc3)o2)CC(c2cccc(Cl)c2)=NO1 (stereo not given)	0	-5	0.0	-1	0	8	46	6	0.8
COc1ccc(/C(C)=N/OC/C(O)=C(\C#N)c2nc3ccccc3[nH]2)cc1	0	7	0.0	-8	-1	-5	-3	-5	-2.9
CS(=O)(=O)Nc1nnc(SCC(=O)N(c2ccccc2)c2ccccc2)s1	0	1	0.0	0	1	-1	-25	-1	1.8
CCOC(=O)C1CCCN(S(=O)(=O)c2ccc(Br)s2)C1 (stereo not given)	0	0	-0.1	10	4	2	2	3	-0.7
COCc1cc(/C=N\NC(=O)Cc2ccc(OC)cc2)ccc1OC	0	-1	0.1	-2	1	3	14	-1	0.7
COc1cc2cc(C#N)c(SCC(=O)N3CCOCC3)nc2cc1OC	4	-2	-0.1	-1	2	9	5	10	2.9
CC(=O)c1ccc(NC(=O)C2CCCN(S(=O)(=O)c3c(C)[nH]c(=O)[nH]c3=O)C2)cc1 (stereo not given)	1	-3	0.2	0	-2	-2	21	7	0.8
CCOC(=O)CC1C(=O)NCCN1C(=O)NC1CCCCC1 (stereo not given)	0	2	0.0	1	-7	-6	12	0	-0.6
Cc1noc(C)c1COC(=O)c1ccc2c(c1)OCO2	0	-3	0.0	5	-2	3	9	1	-0.7
CCCCN1C2=NCCCN2c2cc(C)c(C)cc21	0	0	-0.1	6	7	5	7	4	1.8
Cc1ccc(C)c(-n2cc(-c3ccc(Cl)cc3)nc2SCC(=O)NC2CCS(=O)(=O)C2)c1 (stereo not given)	0	-3	-0.3	-2	-4	-4	21	0	-1.0
CCOC(=O)c1ccc(Nc2ncnc3ccccc23)cc1	0	-10	-0.1	0	-4	3	8	5	1.8
COC(=O)c1ccccc1NC(=O)CSc1n[nH]c(-c2cccnc2)n1	1	1	0.0	-4	-3	-4	8	1	-1.4
Cc1cccc(NC(=O)c2ccc(S(=O)(=O)N3CCCCC3)cc2)c1	5	-2	-0.2	0	1	-5	8	-1	-0.1
Brc1ccc(C2=Nc3ccccc3C(c3ccncc3)=NN2)cc1	0	2	0.1	8	-9	4	-3	3	-2.3
O=C1/C(=C\c2cccc(O)c2)SC(=S)N1Cc1ccccc1	0	-10	0.5	0	-12	-3	5	2	2.1
CCOC(=O)c1oc2c(CN3CCN(CCO)CC3)c(O)c(CC)cc2c(=O)c1-c1nc2ccccc2s1	0	-1	0.0	5	1	-1	11	5	-1.6
C/C(=N\NC(=O)c1ccc(N(C)C)cc1)c1cccnc1	6	-2	-0.2	11	2	0	4	1	-1.4
O=[N+]([O-])c1cc(C=Nc2cccc3c(O)cccc23)ccc1Cl	0	3	-0.2	-4	6	12	9	9	-0.3
O=[N+]([O-])c1cc(Cl)ccc1N1CCN(c2ccccc2O)CC1	0	6	-0.1	5	7	-8	1	2	2.5
COc1ccc(-n2cnnc2SCC(=O)N(C)C2CCS(=O)(=O)C2)cc1 (stereo not given)	3	-1	0.2	-4	3	-1	4	-1	0.8
O=C(CS(=O)(=O)c1cccc(Cl)c1)Nc1ccccc1Cl	1	-3	0.7	4	1	-8	-12	-2	0.9
C=CCC(O)c1c(-c2ccccc2)nn(C)c1Cl (stereo not given)	4	-3	0.1	-1	-1	4	6	3	1.0
CCOC(=O)C(C)Sc1nc(=O)n2cccc(C)c2n1 (stereo not given)	1	4	-0.2	2	1	6	1	-2	0.4
O=C(CSc1nnc(CNC(=O)c2ccc(F)cc2)o1)NCC1CCCO1 (stereo not given)	0	3	0.0	0	-1	0	10	5	0.0
COc1ccc(CCC(=O)OCC(=O)NCc2ccc3c(c2)OCO3)cc1	5	0	0.0	5	.	-8	10	-4	.
COc1ccc(CNC(=O)N2CCN(c3cccc(C)c3C)CC2)cc1OC	0	1	0.0	2	2	3	-7	3	-0.7
Cc1nn(-c2ccccc2)c(C)c1NC(=O)COC(=O)c1ccccc1	7	8	-0.1	0	.	-15	0	-7	.
CC(Oc1ccc(F)cc1)C(=O)Nc1ccccc1C(=O)NC1CC1 (stereo not given)	1	-2	0.0	-8	0	-6	5	4	0.8
CC(OC(=O)CN1C(=O)NC2(CCCC2)C1=O)C(=O)Nc1cccc(Cl)c1Cl (stereo not given)	3	-1	0.1	2	0	-8	1	0	0.5
O=C(CNc1ccc2ccccc2c1)N/N=C/c1ccccn1	1	11	0.0	-2	1	5	-3	5	-2.8
COc1ccc(NC(=O)NC2(C(=O)N3CCCC(C)C3)CCCCC2)cc1 (stereo not given)	0	-1	0.2	4	-1	2	-3	4	0.5
CN(C(=O)COC(=O)C1COc2ccccc2O1)c1c(N)n(Cc2ccccc2)c(=O)[nH]c1=O (stereo not given)	1	-5	-0.1	8	-3	-17	-1	-9	0.3
Other compounds.
SMILES	GRK2 inh	PME-1 inh	Efflux pump mplx	GLD-1 RNA inh	Fam108B inh	MCL1-BIM inh	VLA-4 inh	Bcl-xL primary	MEX-5 binding
CCn1c(-c2ccc(OC)c(OC)c2)n[nH]c1=S	1	-6	-0.1	-1	-3	-8	-4	-9	-0.8
COC(=O)c1cc(=O)n(CCc2ccc(OC)cc2)c(=Nc2ccc(F)c(Cl)c2)s1	4	-24	-0.3	0	-25	2	10	6	-1.0
COCCn1c(-c2cccs2)csc1=Nc1cccnc1	5	2	0.1	-1	-4	-4	30	0	-3.6
COCCOc1ccc(C(F)(F)F)cc1NC(=O)CN1C(=O)NC(C)(c2ccc3c(c2)OCO3)C1=O (stereo not given)	2	-2	-0.1	1	0	3	2	4	1.3
COc1ccccc1NC(=O)Nc1nn(C)c2cccc(OC)c12	2	-2	-0.1	4	2	-5	-10	1	1.5
COc1ccc(NC(=O)COC(=O)C2CCN(S(=O)(=O)c3ccccc3)CC2)cc1Cl	0	-2	-0.2	4	1	-25	9	-4	1.6
O=C(COc1ccc(Cl)cc1Cl)N/N=C/C1CC=CCC1 (stereo not given)	10	6	-0.1	-2	8	0	-3	-2	1.8
NC(=O)c1cc(S(=O)(=O)N2CCCC2)ccc1OCCOc1ccccc1	0	10	0.2	0	.	5	0	1	.
CCCOc1ccc(C(=O)N2CC3(CC(c4cccc(NC(=O)[C@@H]5CCC(=O)N5)c4)=NO3)C[C@H]2C(=O)NC2(C(N)=O)CC2)cc1 (stereo not given in full)	4	-1	0.0	1	1	8	31	-4	2.7
COc1cc2c(cc1OC)C(c1cc(OC)c(OC)c(OC)c1)NCC2 (stereo not given)	3	-1	0.6*	-4	3	-3	10	1	-0.8
Cc1ccccc1C(=O)NC1CCN(C(=O)NC2CCCCC2)CC1	0	7	0.3	-6	2	-4	8	-3	2.3
Cc1cccnc1Nc1nc(-c2ccccc2)cs1	0	6	0.1	3	-1	7	-7	5	1.8

This is a subset. The share of hits here may be higher or lower than overall.
